# GRIN3A LBD mod: NR3A (human) ligand-binding domain modulation | NR3A LBD differential scanning fluorimetry, Tm shift; 0% = protein alone, 100% = glycine-bound protein | Tm shift relative to glycine control, % at 25 µM | 340,000 compounds, 2.5% hits | AID 1259313;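 active = melting temperature shift of at least 10% of the positive control shift, at one fixed dose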
# ATG4B inhibitor: ATG4B (human) cysteine protease inhibition; inhibition, % at 8.33 µM; Q9Y4P1; AID 504462; ATG4B cleavage of LC3-PLA2, NBD-HPC fluorescence, 1 h; 340,000 compounds, 0.51% hits; in the data active = inhibition above about 40%
# Target sequence (Q9Y4P1 whole entry, looked up): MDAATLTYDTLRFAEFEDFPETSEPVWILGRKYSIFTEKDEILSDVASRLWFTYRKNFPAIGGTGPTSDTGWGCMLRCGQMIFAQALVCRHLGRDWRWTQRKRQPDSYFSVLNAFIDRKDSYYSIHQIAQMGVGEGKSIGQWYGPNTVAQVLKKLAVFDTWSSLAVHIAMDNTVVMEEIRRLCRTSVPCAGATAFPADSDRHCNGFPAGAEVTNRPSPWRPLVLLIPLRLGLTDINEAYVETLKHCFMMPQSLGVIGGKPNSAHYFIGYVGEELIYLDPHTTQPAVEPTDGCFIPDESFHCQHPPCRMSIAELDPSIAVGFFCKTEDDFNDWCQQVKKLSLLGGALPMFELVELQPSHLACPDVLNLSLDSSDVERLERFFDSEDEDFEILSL
# SENP7 block: SENP7 protease inhibition; 330,000 compounds, 1.5% hits; inhibition, % at 5 µM; recombinant SENP7, Z-RLRGG-aminoluciferin luminescence, 40 min;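 active = inhibition above about 50% at the single test dose, limit read from the data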;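 also: plate controls were DMSO with enzyme for no effect and no enzyme buffer wells for full effect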
# Target sequence (Q9BQF6 706-1050 limits assumed): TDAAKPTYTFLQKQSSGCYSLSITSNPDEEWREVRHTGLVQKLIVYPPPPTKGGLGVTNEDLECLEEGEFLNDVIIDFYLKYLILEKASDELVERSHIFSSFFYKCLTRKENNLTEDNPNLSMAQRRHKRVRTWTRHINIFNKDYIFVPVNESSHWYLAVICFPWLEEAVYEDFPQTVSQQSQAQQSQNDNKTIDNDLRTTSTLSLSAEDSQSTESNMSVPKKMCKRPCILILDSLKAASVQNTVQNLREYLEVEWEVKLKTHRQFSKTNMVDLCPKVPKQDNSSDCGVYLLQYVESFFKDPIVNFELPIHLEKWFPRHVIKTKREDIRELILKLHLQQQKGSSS
# MPTP inh: inhibitors of mitochondrial permeability transition pore; isolated mouse mitochondria, Ca2+ swelling absorbance, 30 min; inhibition, % at 10 µM; 360,000 compounds, 1.4% hits;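 active = inhibition of 50% or more, scaled per plate between neutral and stimulator controls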;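 also: 0% = DMSO wells given calcium and 100% = 1 mM EGTA wells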
# SENP8 inh: blocks human SENP8 cleavage of Nedd8 substrate; Q96LD8; recombinant SENP8, Nedd8 substrate fluorescence; inhibition, % at 20 µM; 360,000 compounds, 0.64% hits; in the data active = inhibition mostly above about 40%, no sharp cut-off; inactive = mostly below about 27%
# Target sequence (Q96LD8 whole entry, looked up): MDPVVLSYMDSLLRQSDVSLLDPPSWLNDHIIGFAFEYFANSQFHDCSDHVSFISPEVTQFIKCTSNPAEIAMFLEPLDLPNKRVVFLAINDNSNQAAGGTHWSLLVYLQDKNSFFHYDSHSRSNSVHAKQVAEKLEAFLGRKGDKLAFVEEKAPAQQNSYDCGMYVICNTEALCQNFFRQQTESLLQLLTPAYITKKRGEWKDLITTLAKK
# HKDC1 inh: blocks human hexokinase HKDC1 activity | Q2TB90 | recombinant HKDC1, G6PDH/diaphorase resazurin coupled fluorescence | inhibition, % at 20 µM | 340,000 compounds, 0.16% hits;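 active = inhibition above about 35% when tested at 20 µM, limit read from the data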;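 also: plate controls were DMSO wells with enzyme for no effect and DMSO wells lacking enzyme for full effect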
#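 test system = in-house recombinant HK5 (HKDC1) enzyme | amount = HKDC1 at 5 µg/mL | control set = DMSO-enzyme wells negative, buffer-substituted wells positive | compound = one dose of 20 µM, 1% DMSO | schedule = reaction time 90 min, room temperature, protected from light | technique = resorufin fluorescence at 613 nm | reagent = glucose with 1 mM ATP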
# SENP6 block: inhibitors of human SENP6 protease; Recombinant SENP6 catalytic domain, aminoluciferin luminescence; inhibition, % at 10 µM; 330,000 compounds, 1.8% hits; AID 2599;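 active = inhibition above about 50% at the single tested dose, limit read from the data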;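 also: plate controls were DMSO wells with enzyme for no effect and DMSO wells lacking enzyme for full effect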
# PfG6PD inh: PfG6PD (Plasmodium falciparum) enzyme inhibition; inhibition, % at 20 µM; 350,000 compounds, 0.78% hits; PfGluPho enzyme, NADPH resazurin-diaphorase fluorescence;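 active = inhibition reaching at least a set limit at 20 µM in the primary screen, cut at about 59% in these data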;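 also: 0% = DMSO wells with substrate and 100% = DMSO wells lacking glucose-6-phosphate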
# Active calls of the source: *; nt = no result given. Rows are unselected, and some 6.9% of all compounds hit somewhere here.
# Values in the order: GRIN3A LBD mod	ATG4B inhibitor	SENP7 block	MPTP inh	SENP8 inh	HKDC1 inh	SENP6 block	PfG6PD inh
1) COc1cc(OC)c(C(=O)NC23CC4CC(CC(C4)C2)C3)cc1OC
    -2	-1	-10	1.9	-4	-2	-20	17
2) CCOc1ccccc1CN1CCN(CC2=Cc3cc(OC)ccc3OC2)CC1CCO (stereo unspecified)
    0	-12	-7	7.9	11	-3	-18	4
3) O=C1/C(=C/c2ccccc2F)SC(=S)N1CCC(=O)N1CCCCC1CCO (stereo unspecified)
    -1	9	-6	1.7	20	8	11	-2
4) O=C(Cn1c(-c2ccccc2)c[n+]2ccsc12)c1ccccc1
    0	-4	7	-0.5	11	-7	-6	-16
5) COc1ccc(CCN2C(=O)C3C(C2=O)C2C=CC3C23CC3)cc1OC (stereo unspecified)
    1	-6	5	-0.5	8	-6	11	-1
6) O=[N+]([O-])c1ccc(NN=Cc2ccc(O)cc2)nc1
    26*	3	nt	1.2	-52	-1	nt	17
7) CN(c1ccccc1)S(=O)(=O)c1cccc(NC(=O)c2cccc(C#N)c2)c1
    0	-26	-5	7.2	11	3	-15	18
8) O=C(NCc1ccc(F)cc1)C1CCCN(S(=O)(=O)c2ccc(Br)s2)C1 (stereo unspecified)
    -9	-8	3	2.2	5	3	-17	23
9) Cc1ccc(C)c(OCCC(=O)Nc2ccc3c(c2)OCO3)c1
    2	0	-2	-0.5	11	3	-17	1
10) COc1ccccc1N1CCN(C(=O)CSc2ccc3c(C)cc(C)nc3n2)CC1
    0	-15	-2	0.1	-3	6	1	-2
11) CC(NS(=O)(=O)c1ccc(CCC(=O)NCC2CCCO2)cc1)c1ccccc1 (stereo unspecified)
    -4	2	6	-2.0	26	-7	-4	-4
12) O=C(Nc1nc2c(s1)CN(Cc1ccccc1)CC2)C1CCCC1
    -1	7	-1	-0.3	-285	-8	15	8
13) CCOC(=O)C1(Cc2ccccc2C)CCCN(C(=O)c2ccnn2C)C1 (stereo unspecified)
    -2	-13	-2	0.6	-1	-4	-2	9
14) C=CCN1C(=O)C2C3CC(=O)C(c4ccccc43)C2C1=O (stereo unspecified)
    1	2	0	-0.6	4	5	0	-8
15) N#C/C(=C(/O)COc1cccc2ccccc12)c1nc2ccccc2[nH]1
    6	-1	-10	-6.6	-27	5	-24	-5
16) COc1ccccc1N1CCN(C(=O)CSc2nc3ccccc3nc2N2CCC(C)CC2)CC1
    0	-7	-5	-2.1	-92	1	-30	20
17) COc1nc(NC23CC4CC(CC(C4)C2)C3)nc(OC)n1
    0	-5	4	-1.9	24	8	-2	-6
18) COc1ccccc1C/C(N)=N/OC(=O)COc1ccc2ccccc2c1
    0	11	11	0.0	7	9	0	10
19) COc1ccc(NC(=O)CSCc2cc(=O)n3nc(C4CC4)sc3n2)cc1
    -2	-9	12	-2.5	17	0	7	10
20) O=C(CCCCC(=O)Nc1ccccc1Cl)Nc1ccccc1Cl
    4	-12	-11	0.8	22	3	-21	-5
21) COc1ccc(CN(C)C(=O)CNC(=O)c2sc3ccccc3c2Cl)c(OC)c1OC
    3	-1	nt	-0.6	8	1	nt	4
22) O=C(Nn1c(SCc2cccc([N+](=O)[O-])c2)nc2ccccc2c1=O)c1ccccc1
    1	37	1	2.2	8	-6	0	-17
23) Cc1cc(Cl)c2cc3ccccc3cc2n1
    0	-10	0	0.5	2	-2	-10	24
24) Cc1ccc(C)c(OCCC(=O)NNC(=O)c2ccncc2)c1
    0	-8	-4	-0.4	9	-7	-6	-5
25) COC(=O)c1cc(OC)c(OC)cc1NC(=O)c1ccc(C)cc1
    1	-1	-11	2.8	-17	-6	-17	-14
26) COc1ccc(CN(C)CC(=O)Nc2ccccc2C(F)(F)F)c(OC)c1
    -1	1	-8	0.1	14	-3	15	-7
27) CCOc1ccc(S(=O)(=O)N2CCCCC2)cc1NC(=O)C1=COCCO1
    2	-16	-11	-0.8	10	4	-8	-27
28) CC(C)n1c(SC2CCOC2=O)nc2ccccc21 (stereo unspecified)
    1	-9	-7	1.0	8	-5	10	6
29) CCOC(=O)N1CCN(C(=O)CSc2nnc(Cc3cccn3C)n2CCc2ccccc2)CC1
    1	-13	-2	-0.5	9	0	6	-8
30) COc1cc(/C=C/C(=O)OC(C)C(=O)Nc2c(C)n(C)n(-c3ccccc3)c2=O)ccc1O (stereo unspecified)
    1	-4	1	0.4	-490	-1	5	-7

# Structural class, the entries above containing a cyano group (two)
# Values in the order: GRIN3A LBD mod	ATG4B inhibitor	SENP7 block	MPTP inh	SENP8 inh	HKDC1 inh	SENP6 block	PfG6PD inh
7) CN(c1ccccc1)S(=O)(=O)c1cccc(NC(=O)c2cccc(C#N)c2)c1
    0	-26	-5	7.2	11	3	-15	18
15) N#C/C(=C(/O)COc1cccc2ccccc12)c1nc2ccccc2[nH]1
    6	-1	-10	-6.6	-27	5	-24	-5

# Further records:
# Values in the order: GRIN3A LBD mod	ATG4B inhibitor	SENP7 block	MPTP inh	SENP8 inh	HKDC1 inh	SENP6 block	PfG6PD inh
31) COc1ccc(CNc2nc(-c3cccnc3)nn2C(=O)CC(C)C)cc1
    -5	0	4	0.7	-5	-1	-9	-4
32) CC1=NCCN1S(=O)(=O)c1cc([N+](=O)[O-])ccc1Cl
    0	10	0	-2.0	19	3	7	-19
33) Cc1cc(-c2nnc3n2N=C(C(C)(C)C)CS3)n[nH]1
    0	3	0	-0.3	21	-3	-12	4
34) CC(=O)c1c(C)[nH]c(C(=O)OCC(=O)Nc2sc3c(c2C#N)CCCC3)c1C
    4	-19	-9	99*	4	-2	1	0
35) O=S(=O)(c1ccccc1F)N1CCN(CCc2ccccc2)CC1
    -2	5	10	-0.4	5	-3	0	-21
36) C#CCOCCOCCOCCNc1nc(N2CCN(C(=O)Cn3cc(CC(C)O)nn3)CC2)nc(N2CCN(C(=O)[C@H](CCCCN)n3cc(CC(C)O)nn3)CC2)n1 (stereo partly specified)
    4	2	nt	-1.2	9	-1	nt	16
37) COc1cc(C#N)c(N=C(SCC#N)N2CCOCC2)cc1OC
    1	0	14	-1.0	24	-3	5	-3
38) COCCNC(=O)CC(=O)N/N=C/c1ccc(C(=O)OC)cc1
    -2	3	13	3.1	12	1	-12	-11
39) Cc1ccc(O)c(/C=N/NC(=O)CN2CCCC2)c1
    -2	0	4	1.1	-119	-10	23	-38
40) CN(c1ccc(S(=O)(=O)N2CCOCC2)cn1)C1CCCCC1
    -11	-6	6	0.1	-8	8	-1	-7
41) OCC(CO)(CO)NC(=S)Nc1cc(Cl)cc(Cl)c1
    -1	-4	-1	2.9	21	-5	7	8
42) O=c1[nH]c2ccccc2nc1/C=C/c1ccc(Cl)cc1
    -3	-11	72*	2.5	-377	-8	-10	3
43) Cc1c(C=O)c2ccccn2c1C(=O)c1ccccc1Cl
    2	4	-2	0.3	22	0	-11	5
44) C=CCn1c(COc2ccc(Cl)cc2)nnc1SCc1ccc(C#N)cc1
    2	-12	-3	1.1	20	3	-16	14
45) COc1ccc(OC)c(NS(=O)(=O)c2ccc3c(c2)n(C)c(=O)n3C)c1
    2	-9	-9	-1.5	13	3	-3	3
46) COC(=O)Nc1nc2ccc(Br)cc2s1
    0	-7	28	0.6	6	4	13	-4
47) O=C(N/N=C/c1ccc2c(c1)OCO2)c1ccc(NC(=O)c2ccc(F)cc2)cc1
    19*	-8	-6	0.8	-302	-4	-11	-16
48) O=C(C1CCN(S(=O)(=O)c2cccs2)CC1)N(c1ccccn1)C1CCCCC1
    -2	3	-1	-0.7	-2	-6	-15	16
49) CCN(CC)c1ccc(NC(=O)c2cccnc2)c(C)c1
    -1	0	-3	0.6	6	-3	-9	8
50) CCSc1nnc(NC(=O)CSc2nccn2-c2cccc(C)c2)s1
    0	0	0	-1.9	9	4	-1	-15
51) Cn1c(=O)[nH]c(=O)c2c1nc(N)n2Cc1ccccc1
    1	-9	-3	0.9	7	-6	-35	8
52) N#Cc1sc2nc(-c3cccs3)cc(-c3ccc(F)cc3)c2c1N
    1	0	7	5.1	-302	-6	-9	5
53) CC(C)CNC(=O)c1ccc2c(c1)C(=O)N(Cc1ccco1)C2=O
    0	4	9	-0.6	12	-7	3	-19
54) Cc1c(C(=O)N(Cc2ccccc2Cl)C2CCS(=O)(=O)C2)oc2ccccc12 (stereo unspecified)
    2	-14	5	-1.8	1	2	-4	96*
55) O=C(NC1CCS(=O)(=O)C1)C1CCCN(S(=O)(=O)c2ccc(Cl)cc2)C1 (stereo unspecified)
    3	4	0	-0.4	19	-14	-8	1
56) Cc1ccc(OCC(=O)NCC(=O)n2nc(C)cc2C)cc1
    1	-2	1	-1.0	16	-4	6	-1
57) COc1cc(/C=N/n2c(-c3cc(C)[nH]n3)n[nH]c2=S)cc(OC)c1O
    0	3	0	0.9	-3	0	12	36
58) N/C(=N\OC(=O)CSc1ccccc1)c1ccncc1
    1	-7	10	-0.4	-8	-4	2	6
59) O=C(Nc1ccc(Cl)cc1)Nc1nnc(CSCc2ccccc2)s1
    -6	4	-2	97*	12	-2	-10	-28
60) CC(=O)NC(CCS(C)(=O)=O)C(=O)N1CCc2ccccc21 (stereo unspecified)
    0	0	-7	-1.1	26	-2	-6	-14

# Reprinted from the part before: 4 entries, then new ones.
# Values in the order: GRIN3A LBD mod	ATG4B inhibitor	SENP7 block	MPTP inh	SENP8 inh	HKDC1 inh	SENP6 block	PfG6PD inh
57) COc1cc(/C=N/n2c(-c3cc(C)[nH]n3)n[nH]c2=S)cc(OC)c1O
    0	3	0	0.9	-3	0	12	36
58) N/C(=N\OC(=O)CSc1ccccc1)c1ccncc1
    1	-7	10	-0.4	-8	-4	2	6
59) O=C(Nc1ccc(Cl)cc1)Nc1nnc(CSCc2ccccc2)s1
    -6	4	-2	97*	12	-2	-10	-28
60) CC(=O)NC(CCS(C)(=O)=O)C(=O)N1CCc2ccccc21 (stereo unspecified)
    0	0	-7	-1.1	26	-2	-6	-14
61) Cc1cccc([C@@H]2[C@@H]3C(=O)N(Cc4ccccc4)C(=O)[C@@H]3[C@]3(CC(C)C)C(=O)N(c4cccc(Cl)c4)C(=O)N23)c1
    -3	-2	-8	0.7	16	6	-1	4
62) Cc1cccn2c(=O)c(/C=C(\C#N)C(=O)NC3CCS(=O)(=O)C3)c(Oc3ccc(F)cc3)nc12 (stereo unspecified)
    1	-6	0	0.4	-270	9	5	13
63) Cc1sc2nc(C(C)Nc3ccccc3N3CCOCC3)[nH]c(=O)c2c1C (stereo unspecified)
    0	-6	-5	-0.1	-82	7	-16	18
64) CCn1c(COc2ccccc2C)nnc1SCC(=O)OC
    -1	0	4	-0.1	12	-5	11	-4
65) C(=N\N1CCN(C2c3ccccc3-c3ccccc32)CC1)/c1ccncc1
    -5	-5	0	0.1	18	0	-6	-5
